Compound activity: PubChem BioAssay, NCI
Growth percent in the NCI-60 one-dose screen (48 h, 10 µM unless noted): 100 = growth as untreated, 0 = no growth, -100 = all killed.
MDA-MB-435: MDA-MB-435 melanoma; 82,000 tested, 7.8% active
MOLT-4: MOLT-4 leukemia cells. 80,000 tested, 6.9% active
MDA-MB-231: MDA-MB-231 breast cancer. 81,000 tested, 5% active
MCF7: MCF7 breast cancer. 82,000 tested, 6.3% active
K-562: K-562 leukemia; AID 1794777; 78,000 tested, 7.4% active
MDA-MB-468: MDA-MB-468 breast cancer | 78,000 tested, 8.5% active | AID 2202374
SR: SR leukemia cells. 73,000 tested, 8.7% active. AID 1794780
RPMI-8226: RPMI-8226 leukemia cells; 77,000 tested, 7.5% active; AID 1794781
* = called active by the depositor; . = not tested or not shown; & = joins results of further samples; ! = not active in a repeat. The calls were made as follows: active = growth percent below 10; inactive = the rest.

SMILES	MDA-MB-435	MOLT-4	MDA-MB-231	MCF7	K-562	MDA-MB-468	SR	RPMI-8226
Cc1ccc([N+]2=NOC(=O)C2S(=O)(=O)Nc2ccc(-n3c(-c4ccccc4Cl)nc4ccccc4c3=O)cc2)cc1 (stereo not drawn)	108	93	76	97	105	104	.	100
Cc1cc(=O)oc2c(OS(C)(=O)=O)c(OS(C)(=O)=O)ccc12	102	71	106	94	81	.	76	111
COc1ccc(C(=O)Nc2cccc(-c3cc(=O)c4ccccc4o3)c2)cc1	76	65	99	83	73	87	67	66
CNC(=O)c1cc(N2CCc3cc(NC(=O)Nc4cccc(C(F)(F)F)c4)ccc32)ccn1	47	38	68	32	27	70	51	30
Cc1ccc2nc(-c3ccc(N4C(=O)/C(=C/c5ccc(N(C)C)cc5)N=C4c4ccccc4)cc3)sc2c1	90	40	41	67	84	.	77	62
CCOC(=O)CCc1cccc(CCC(=O)OCC)n1	115	100	99	106	104	97	104	101
Cc1cccc(Oc2ccc(Nc3ncnc4ccc(NC(=O)CN5CCN(C)CC5)cc34)cc2Cl)c1	-68*	3.8*	-47*	7.2*	-6.2*	-63*	4.4*	-28*
CNC(=O)SCc1ccc(Cl)cc1	104	91	100	94	96	95	101	101
C=CCOC(=O)C1=C(C)NC2=C(C(=O)CC(C)(C)C2)C1C (stereo not drawn)	93	87	96	91	78	94	88	95
Cc1nn(-c2ccccc2)c(N2CCCC2)c1/C=N/N=c1\sc2ccccc2n1C	82	17	61	71	37	66	21	44
O=C1NC(=S)NC(=O)C1=Cc1cc(-c2ccc([N+](=O)[O-])cc2)n(-c2ccccc2)n1	91	79	89	66	56	89	32	52
O=C1Nc2cc(Cl)ccc2Oc2cc(Oc3ccccc3)ccc21	-3.8*	46	64	29	26	1.7*	21	.
O=C(NC(c1ccccc1)c1ccccc1)c1ccccc1	107	113	102	100	116	113	122	89
Cc1ccc2c3c(ccc2c1)C(=O)c1c(ccc2c1N[C@H]1C[C@@H]2O[C@@H](C)[C@@H]1O)C3=O	104	76	53	.	83	71	95	78
O=C(CCl)c1ccc2c(c1)CCCC2	111	69	103	86	72	116	7.4*	85
CCOC1=C2C=C(c3ccc(F)cc3)C(=O)OC2Oc2ccccc21 (stereo not drawn)	109	85	60	94	58	.	128	114
CNC(=O)N/N=C/c1ccc([N+](=O)[O-])o1	121	83	98	95	97	.	83	84
OC(c1ccccc1)(c1ccccc1)c1nccn1-c1ccccc1	105	97	100	107	102	110	94	.
Cc1cccc(/C=C/c2c(C(=O)/C=C/c3ccccc3)c(C)nc3ccccc23)c1	-66*	5.8*	-14*	3.9*	3.8*	-51*	12	-12*
CC(=O)N=C1CSc2ccccc2N1C	107	94	106	99	98	113	98	105
O=C(c1c(-[n+]2noc(=O)[nH]2)no[n+]1[O-])N1CCOCC1	100	106	108	99	105	87	102	.
O=C(O)c1ccc(NCCCCN2C(=O)COc3ccccc3C2=O)cc1	103	85	108	87	.	99	89	90
O=C1NC(=O)C(CCCCCl)N1 (stereo not drawn)	89	104	113	94	101	111	113	107
N#Cc1c(N2CCCCC2)nc2sc3cc(Cl)ccc3n2c1=N	101	90	74	82	90	81	98	89
COc1cccc(C(=O)N(c2ccc(OC(F)(F)F)cc2)C(C(=O)NC(C)(C)C)c2cc3c(C)cc(C)cc3nc2Cl)c1 (stereo not drawn)	81	66	62	67	80	70	85	63
N#Cc1c(-c2ccc(O)cc2)nc(SCC(=O)NNc2ncnc3ccccc23)[nH]c1=O	107	106	103	96	103	105	101	103
Cn1cc(-c2csc(-c3c[nH]c4ccc(F)cc34)n2)c2cccnc21	-28*	47	50	19	20	-23*	27	52
CCCCCCCCCCCCCC[N+](C)(C)CCCCCCCCCCCCCC	39	51	79	77	30	21	36	13
O=c1c([N+](=O)[O-])c[nH]c2cc(Cl)ccc12	98	103	103	116	117	90	94	103
CC12OCCC1CC(=O)O2 (stereo not drawn)	103	89	111	98	57	99	.	97
O=C1C(=O)c2ccccc2C(O)=C1C(C1=C(O)c2ccccc2C(=O)C1=O)c1ccc(Cl)c(Cl)c1	93	77	91	84	87	100	98	80
Cc1cc(S(=O)(=O)Cl)c(Cl)cc1Cl	98	96	109	102	95	104	97	105
O=C1c2ccccc2C(=O)N1c1cccc(-c2cc3ccccc3[nH]2)c1	107	100	91	98	107	96	94	93
O=C(Nc1cccc2cccnc12)c1cc(C(=O)c2ccc(Br)cc2)n2c1ccc1c3ncccc3ccc12	104	106	94	91	112	113	102	104
NC(=O)c1c(Nc2ccccc2)n[nH]c1N	113	80	100	99	85	106	.	98
CCCCOCCOCCOCc1cc2c(cc1Br)OCO2	108	92	97	90	95	102	100	99
Nc1nc2c(c3cnccc13)C(c1cccc(Cl)c1)Cc1cnccc1-2 (stereo not drawn)	-23*	16	9.0*	11	9.7*	-16*	19	8.2*
CCOC(=O)c1c(SC)nn(-c2cc(=O)n(C)c3ccccc23)c1N	103	104	77	94	.	113	111	106
CC(C)N(C(C)C)P(=O)(OP(=O)(c1ccc([N+](=O)[O-])cc1)N(C(C)C)C(C)C)c1ccc([N+](=O)[O-])cc1 (stereo not drawn)	105	117	115	86	139	85	113	107
Cc1ccccc1-n1c(C)nc2cc(NS(=O)(=O)c3ccccc3)ccc2c1=O	102	88	106	100	90	100	100	88
C=C1C(=O)O[C@H]2[C@H]1CC/C(COC(=O)C(=O)c1c[nH]c3ccccc13)=C\CC[C@@]1(C)O[C@@H]21	-59*	-25*	-57*	-17*	-4.1*	-60*	1.8*	-30*
N#C/C(=C\c1ccc(-c2ccc(Br)cc2)o1)c1nc(-c2ccccc2)cs1	102	95	89	59	106	88	106	97
COc1ccc(/C=C2\Oc3cc(O)ccc3C2=O)c(OC)c1OC	98	98	106	105	99	102	.	100
CNC(=O)c1nc(Nc2ccc(NC(=O)Nc3ccc(F)cc3)cc2)c2ccccc2n1	106	94	99	91	97	117	84	96
O=C(Cc1ccccc1)NCCCNC(=O)Cc1ccccc1	109	109	107	102	107	112	105	.
CCn1cc(/C=C2\SC(=S)NC2=O)c2c(C(=O)OC)cccc21	99	91	100	94	97	120	91	97
CCOC(=O)C1=C(C)OC(N)=C(C#N)C1c1cc(=O)oc2ccc(C)cc12 (stereo not drawn)	99	99	107	63	77	108	81	100
Cc1ccc(O)c(C(=O)c2cc(-c3ccccc3)c(=O)n(NC(=O)c3ccncc3)c2)c1	103	96	112	100	102	109	110	99
Cc1cccc(N2CCN(c3ncnc4sc5c(c34)CCN(CC(=O)O)C5)CC2)c1	99	107	107	103	98	107	111	.
Oc1c(Cl)c(Cl)c(Cl)c2ccccc12	105	103	85	93	109	82	108	91
C=C(C)CNCC(=C)C	103&112	96&109	95&109	102&102	104&101	89&86	101&96	99&109
COc1ccc(OC)c([N+](=O)[O-])c1	104	101	99	103	109	108	110	105
CCc1ccccc1-n1c(-c2cccs2)cc(-c2ccc(OC)cc2)c(C#N)c1=O	92	94	98	105	93	108	.	90
CCN(C(=O)c1ccc2c3c(cccc13)C=C2)c1ccccc1	91	89	103	109	83	84	83	97
Cc1ccc(/C=N/NC(N)=S)s1	106	99	104	100	103	101	97	100
O=C(Cn1c[n+](CC(=O)c2ccc(Br)cc2)c2ccccc21)Nc1cccc2cccnc12	96	87	78	87	60	32	90	61
O=S(=O)(CCO)CCO	101&109	87&95	113&111	98&100	98&105	109&102	82&92	102&96
COc1cc(-c2nc3sccn3c2-c2ccnc(NCCNS(=O)(=O)c3ccccc3)n2)ccc1F	26	25	49	38	28	40	45	31
CCOC(=O)c1sc(NC(=O)c2ccc(C)cc2)nc1C	85	104	95	100	.	100	80	99
C=C(C)[C@@H]1CC[C@]2(COCCCN)CC[C@]3(C)[C@H](CC[C@@H]4[C@@]5(C)CC[C@H](OCCCN)C(C)(C)[C@@H]5CC[C@]43C)[C@@H]12	96	73	99	88	61	113	24	84

The results go on:
SMILES	MDA-MB-435	MOLT-4	MDA-MB-231	MCF7	K-562	MDA-MB-468	SR	RPMI-8226
Cc1ccc(Sc2cc(C(=O)N3CC4C=CC=CC4C3)ccc2O)cc1C (stereo not drawn)	115	99	105	96	93	104	.	103
O=C(C[n+]1cccc2cc(Cl)ccc21)c1ccc2c(c1)CCCC2	11	1.8*	5.6*	4.6*	11	9.7*	19	7.6*
COc1ccc(NC(=O)CCn2cnc3c2c(=O)n(C)c(=O)n3C)cc1	110	98	99	99	104	111	94	83
Cc1cc(NCc2cc(Nc3ccnc4cc(Cl)ccc34)ccc2F)nc(N2CCCC2)n1	-95*	.	-49*	-14*	-46*	-35*	-24*	-24*
CN1CCN(Cc2cn(-c3ccc(S(N)(=O)=O)cc3)nn2)CC1	104	104	105	96	99	103	118	111
CCCCC(CC)C(=O)OC(C)CC(OC(=O)C(CC)CCCC)C(C)C (stereo not drawn)	100	91	106	98	101	112	84	99
COc1ccc(OC)c(/C=C/c2nnc(Nc3ccccc3)o2)c1	89	68	95	98	83	103	.	103
CC(=O)c1ccc(Nc2nc(SC(C)C)nc(-c3ccccc3)c2C#N)cc1	47&102	83&96	-0.4*!	26&91	43&93	-1.1*!	70&92	90&95
CCCc1[nH]nc(-c2n[nH]c(CCC)c2CC)c1CC	118	105	96	96	99	97	88	104
C#CC1(O)CCC2C3CCc4cc(OC)ccc4C3CCC21C (stereo not drawn)	102&113	94&77	91&110	117&120	110&75	94&96	86&86	103&85
Nc1cc(Br)c(-c2nn3c(CCC(=O)c4nc5ccccc5[nH]4)nnc3s2)c(Br)c1	91	85	99	88	7.0*	92	88	85
NS(=O)(=O)c1ccc(NC(=O)/C(=C\c2ccc(Cl)cc2)NC(=O)c2ccccc2)cc1	99	103	105	98	109	101	96	109
COc1cc2c(cc1[N+](=O)[O-])-c1ccccc1C2	112	87	95	109	94	85	97	89
C/C(=N/NC(N)=S)c1sc(Nc2ccccc2)nc1C	107	96	91	93	97	93	.	97
C=CCn1c(C)nc2ccc(Nc3nc(Nc4ncccn4)nc4ccccc34)cc21	107	97	84	82	83	78	121	71
O/N=C\c1ccc(/C=N/O)cc1	97	127	101	100	92	.	113	93
Cc1c(C(=O)NO)sc2ncnc(Nc3ccccc3)c12	99	103	100	87	95	81	78	106
CC1(C)CC[C@]23CC[C@]4(C)[C@H](CC[C@@H]5[C@@]6(C)C/C(=C/O)C(=O)C(C)(C)[C@@H]6CC[C@]54C)[C@H]2[C@H]1OC3	98	98	98	86	105	119	95	100
Cc1ccc(/C(O)=C/c2nc3ccc(C)cc3oc2=O)cc1	107	83	88	96	95	113	101	57
CC1CCCC[N+]12CCCC2 (stereo not drawn)	107	99	98	101	110	95	89	95
CCN1CCN(Cc2cn(-c3ccc(S(N)(=O)=O)cc3)nn2)CC1	107	104	104	97	104	100	102	109
Nc1[nH]ncc1-c1nnc(Nc2ccc3c(c2)OCO3)o1	92	89	95	100	59	98	79	96
COC(=O)c1ccc2nc([C@@H](C)[C@H]3CC[C@H]4[C@@H]5CCC6=CC(=O)CC[C@]6(C)[C@H]5CC[C@]34C)[nH]c2c1	90	65	86	68	54	62	55	78
Cc1cc(=O)n(-c2nc(-c3ccco3)c(C#N)c(=O)[nH]2)[nH]1	113	94	106	99	95	119	93	110
Cc1ccc(NC(=O)/C=C/c2ccc(OCCCOc3ccc4c(C)cc(=O)oc4c3)cc2)cc1	77	103	55	73	91	77	70	90
COc1cc(C2C(C#N)=C(N)OC3=C2C(=O)c2ccccc2C3=O)ccc1OCc1ccc(F)cc1 (stereo not drawn)	98	94	80	85	.	110	94	97
CCCn1ccc(-n2nnc(C(=O)OCC)c2C)n1	97	98	118	101	76	115	86	107
COc1ccc(Cl)cc1NC(=O)OCCCl	103	98	95	90	104	95	87	101
O=C(NCc1ccc(Cl)cc1Cl)c1ccccn1	104	99	97	101	106	110	108	98
CC(C)Cc1ccncc1	107	90	111	93	99	108	102	100
Cc1cc(NS(=O)(=O)c2ccc(NC(=O)CSc3nc4ccccc4c(=O)n3-c3ccccc3)cc2)no1	98	107	99	91	54	91	98	110
COc1ccc2[nH]c(O)c(N=Nc3nc(-c4ccc(Br)cc4)cs3)c2c1	50	-18*	36	-16*	18	-7.5*	19	16

13 consecutive records already listed, for reference:
SMILES	MDA-MB-435	MOLT-4	MDA-MB-231	MCF7	K-562	MDA-MB-468	SR	RPMI-8226
C=C(C)[C@@H]1CC[C@]2(COCCCN)CC[C@]3(C)[C@H](CC[C@@H]4[C@@]5(C)CC[C@H](OCCCN)C(C)(C)[C@@H]5CC[C@]43C)[C@@H]12	96	73	99	88	61	113	24	84
Cc1ccc(Sc2cc(C(=O)N3CC4C=CC=CC4C3)ccc2O)cc1C (stereo not drawn)	115	99	105	96	93	104	.	103
O=C(C[n+]1cccc2cc(Cl)ccc21)c1ccc2c(c1)CCCC2	11	1.8*	5.6*	4.6*	11	9.7*	19	7.6*
COc1ccc(NC(=O)CCn2cnc3c2c(=O)n(C)c(=O)n3C)cc1	110	98	99	99	104	111	94	83
Cc1cc(NCc2cc(Nc3ccnc4cc(Cl)ccc34)ccc2F)nc(N2CCCC2)n1	-95*	.	-49*	-14*	-46*	-35*	-24*	-24*
CN1CCN(Cc2cn(-c3ccc(S(N)(=O)=O)cc3)nn2)CC1	104	104	105	96	99	103	118	111
CCCCC(CC)C(=O)OC(C)CC(OC(=O)C(CC)CCCC)C(C)C (stereo not drawn)	100	91	106	98	101	112	84	99
COc1ccc(OC)c(/C=C/c2nnc(Nc3ccccc3)o2)c1	89	68	95	98	83	103	.	103
CC(=O)c1ccc(Nc2nc(SC(C)C)nc(-c3ccccc3)c2C#N)cc1	47&102	83&96	-0.4*!	26&91	43&93	-1.1*!	70&92	90&95
CCCc1[nH]nc(-c2n[nH]c(CCC)c2CC)c1CC	118	105	96	96	99	97	88	104
C#CC1(O)CCC2C3CCc4cc(OC)ccc4C3CCC21C (stereo not drawn)	102&113	94&77	91&110	117&120	110&75	94&96	86&86	103&85
Nc1cc(Br)c(-c2nn3c(CCC(=O)c4nc5ccccc5[nH]4)nnc3s2)c(Br)c1	91	85	99	88	7.0*	92	88	85
NS(=O)(=O)c1ccc(NC(=O)/C(=C\c2ccc(Cl)cc2)NC(=O)c2ccccc2)cc1	99	103	105	98	109	101	96	109
